GPR151 activ: human GPR151 activation. Q8TDV0. PathHunter beta-arrestin GPR151 cells, luminescence. activation, % at 11.2 µM. 650,000 tested, 1% active; in the data active means activation above about 4.9%;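 further: 0% = median of compound wells and 100% = cells with positive control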
Target sequence (Q8TDV0 whole entry, looked up): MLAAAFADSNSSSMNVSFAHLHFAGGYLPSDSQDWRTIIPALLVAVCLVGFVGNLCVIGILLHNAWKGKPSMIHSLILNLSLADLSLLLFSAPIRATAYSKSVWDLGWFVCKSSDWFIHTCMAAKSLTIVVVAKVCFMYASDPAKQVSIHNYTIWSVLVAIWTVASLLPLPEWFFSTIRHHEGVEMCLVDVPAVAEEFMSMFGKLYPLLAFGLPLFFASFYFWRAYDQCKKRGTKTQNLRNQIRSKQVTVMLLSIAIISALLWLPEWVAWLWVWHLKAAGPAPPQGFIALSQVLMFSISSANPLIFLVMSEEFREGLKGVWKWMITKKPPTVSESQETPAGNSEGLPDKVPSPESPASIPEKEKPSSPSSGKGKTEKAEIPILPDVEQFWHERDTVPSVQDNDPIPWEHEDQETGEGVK
FBW7 act: human FBW7 E3 ligase activation, primary screen | Q969H0 | AlphaScreen FBW7–phospho-cyclin E peptide binding, activator screen | normalized activity (activation), % at 26.1 µM | 650,000 tested, 0.13% active; in the data active means normalized activity above about 1.9%;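 further: purified mutant Fbw7 with reduced substrate affinity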
MITF inh: blocks human microphthalmia-associated transcription factor; O75030; AlphaScreen MITF homodimerization, bead proximity signal; inhibition, % at 2.6 µM; 650,000 tested, 0.91% active; in the data active means inhibition above about 50%;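 further: 0% = vehicle wells with protein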
Target sequence (O75030 whole entry, looked up): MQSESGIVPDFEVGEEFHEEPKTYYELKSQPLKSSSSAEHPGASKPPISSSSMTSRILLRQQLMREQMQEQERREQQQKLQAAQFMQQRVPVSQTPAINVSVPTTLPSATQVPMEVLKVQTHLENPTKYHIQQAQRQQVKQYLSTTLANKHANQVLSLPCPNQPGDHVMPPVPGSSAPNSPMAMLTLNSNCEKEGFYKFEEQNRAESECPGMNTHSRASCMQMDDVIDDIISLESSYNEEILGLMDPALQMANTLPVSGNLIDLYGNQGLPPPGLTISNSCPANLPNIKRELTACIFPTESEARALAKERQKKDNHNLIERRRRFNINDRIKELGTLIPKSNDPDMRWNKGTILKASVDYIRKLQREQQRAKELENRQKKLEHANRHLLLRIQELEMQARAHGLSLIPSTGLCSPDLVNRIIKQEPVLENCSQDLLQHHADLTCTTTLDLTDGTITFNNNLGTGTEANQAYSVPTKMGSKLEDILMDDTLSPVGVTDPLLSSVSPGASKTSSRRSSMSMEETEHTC
TEAD-YAP block: TEAD-YAP interaction inhibition. HEK-TIYL cells, TEAD-Gal4/YAP UAS-luciferase luminescence. inhibition, % at 9.12 µM. 640,000 tested, 1.4% active. AID 1259422; in the data active means inhibition above about 32%;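 further: 0% = median of test compound wells and 100% = reference inhibitor wells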
An asterisk follows results filed as active. This is a random part of the collection. About 3.4% of those tested had a hit in this group.

The opening eleven records (preview)
Results follow in this order: GPR151 activ, FBW7 act, MITF inh, TEAD-YAP block
O=C1OC(c2ccc(Cl)c(Cl)c2)=N/C1=C\c1coc2ccccc2c1=O
 : -1.4, -0.4, -14, 3
CCC(C(=O)Nc1cccc(C(=O)N2CCOCC2)c1)c1ccccc1 (stereo not given)
 : 0.4, 0.0, -9, 7
CCc1ccc2oc(-c3ccc(NC(=S)NC(=O)c4cccnc4)cc3)nc2c1
 : 0.0, 0.1, 3, -40
COc1ccc(C2C3=C(CCCC3=O)OC3=C2C(=O)CCC3)c(OC)c1
 : 0.4, -0.1, 0, 3
Cc1ccccc1N(C)S(=O)(=O)c1ccc2[nH]cc(C(=O)NC(C)C)c(=O)c2c1
 : 0.8, -0.3, 6, 15
O=S(=O)(NCC1CCCO1)c1ccc(Br)c2ccccc12 (stereo not given)
 : 3.7, 0.1, 5, 7
O=C(CSc1ccc2nnc(-c3ccc(F)cc3)n2n1)N1CCCCCC1
 : -0.3, -0.1, 6, 1
O=S(=O)(c1cccs1)N1CCN(c2ncnc3sc4c(c23)CCC4)CC1
 : -0.4, 0.0, 1, -6
COc1ccc(CNc2ccc(F)c(F)c2)cc1
 : 0.1, 0.2, -4, -8
CCOc1ccc2nc(NCCNC(=O)Nc3cccc(C)c3)c(C#N)cc2c1
 : 0.0, 0.0, -9, 4
COC(=O)c1sc(NC(=O)c2ccc3c(c2)OCO3)c(C(N)=O)c1C
 : 0.2, 0.2, 7, 13

Results, repeating the preview:
Results follow in this order: GPR151 activ, FBW7 act, MITF inh, TEAD-YAP block
O=C1OC(c2ccc(Cl)c(Cl)c2)=N/C1=C\c1coc2ccccc2c1=O
 : -1.4, -0.4, -14, 3
CCC(C(=O)Nc1cccc(C(=O)N2CCOCC2)c1)c1ccccc1 (stereo not given)
 : 0.4, 0.0, -9, 7
CCc1ccc2oc(-c3ccc(NC(=S)NC(=O)c4cccnc4)cc3)nc2c1
 : 0.0, 0.1, 3, -40
COc1ccc(C2C3=C(CCCC3=O)OC3=C2C(=O)CCC3)c(OC)c1
 : 0.4, -0.1, 0, 3
Cc1ccccc1N(C)S(=O)(=O)c1ccc2[nH]cc(C(=O)NC(C)C)c(=O)c2c1
 : 0.8, -0.3, 6, 15
O=S(=O)(NCC1CCCO1)c1ccc(Br)c2ccccc12 (stereo not given)
 : 3.7, 0.1, 5, 7
O=C(CSc1ccc2nnc(-c3ccc(F)cc3)n2n1)N1CCCCCC1
 : -0.3, -0.1, 6, 1
O=S(=O)(c1cccs1)N1CCN(c2ncnc3sc4c(c23)CCC4)CC1
 : -0.4, 0.0, 1, -6
COc1ccc(CNc2ccc(F)c(F)c2)cc1
 : 0.1, 0.2, -4, -8
CCOc1ccc2nc(NCCNC(=O)Nc3cccc(C)c3)c(C#N)cc2c1
 : 0.0, 0.0, -9, 4
COC(=O)c1sc(NC(=O)c2ccc3c(c2)OCO3)c(C(N)=O)c1C
 : 0.2, 0.2, 7, 13
c1ccc(-c2ncnn2-c2ccccc2)cc1
 : -0.9, 0.8, 20, 5
Cc1c(CCO)c(=O)[nH]n1S(=O)(=O)c1cccc(C(F)(F)F)c1
 : 0.8, 0.0, 3, 0
O=C(O)Cn1nnc(-c2cccc(C(F)(F)F)c2)n1
 : -1.1, 0.0, -9, -2
COC(=O)C1CCN(Cc2nc3cc(OC)c(OC)cc3c(=O)[nH]2)CC1
 : 1.8, 0.0, -8, 11
COc1ccccc1CN(Cc1cc2cc(C)ccc2n2nnnc12)C(C)=O
 : 0.9, -0.1, 8, 8
O=C(COC(=O)c1ccc([N+](=O)[O-])cc1Cl)c1ccc(Br)cc1
 : -0.4, -0.2, -2, 1
COc1ccc([N+](=O)[O-])cc1NC(=O)/C(C#N)=C/c1ccco1
 : -0.8, 0.6, 14, -17
CCC(C)(C)NC(=O)CCn1c(-c2ccccc2)cc(C(C)=O)c1C
 : -1.2, 0.0, 4, 7
Cc1cccc(COC(=O)Nc2ccc(-c3cn[nH]c3)cc2OCCN2CCCC2)c1
 : -1.5, -0.4, -4, -8
O=C(CC(n1cncn1)C(Cl)(Cl)Cl)c1ccc([N+](=O)[O-])cc1 (stereo not given)
 : -2.2, 0.1, 0, 2
CC(=O)C1=C(O)C(=O)OC1c1ccc(F)cc1 (stereo not given)
 : 0.1, 0.1, 4, 3
COc1ccc(C2C3=C(CC(C)(C)CC3=O)Nc3nc(-c4cc(OC)c(OC)c(OC)c4)nn32)cc1 (stereo not given)
 : -0.6, -0.2, -13, 0
O=[N+]([O-])c1cccc(C2(O)CN(c3ccccc3)C3=[N+]2CCCCC3)c1 (stereo not given)
 : -0.3, 0.0, -1, 7
CCC(NC(=O)c1ccccc1NC(=O)c1ccccc1)C(=O)N1CCN(C)CC1 (stereo not given)
 : -0.1, 0.4, 15, 11
O=C(c1sc(N2CCOCC2)nc1-c1ccccc1)c1c[nH]c2ccccc12
 : 1.6, -0.1, 7, -9
COCCn1c(=NC(=O)c2cc(C)nn2C)sc2cc(F)ccc21
 : -1.2, -0.1, 1, -23
COCCn1c(SC)nc2ccccc2c1=O
 : 1.2, -0.1, -1, -1
COc1cccc(C(=O)N(c2ccccc2)C2C=CS(=O)(=O)C2)c1 (stereo not given)
 : 0.1, 0.1, 6, -4
O=C(CSc1nnc(-c2cccc(F)c2)c(-c2cccc(F)c2)n1)NC1CCCCC1
 : 0.1, 0.1, 6, 14
COC(=O)c1ccc2c(c1)C(=O)/C(=C/c1ccc(O)cc1)O2
 : 2.4, 0.2, 0, 52*
Cc1ccc(Oc2ccc(NC(=O)c3ccc4c(c3)OCO4)cc2)nn1
 : 3.0, 0.6, 10, 10
Cc1ccc(NC(=O)CCc2nc(-c3ccccc3C)no2)c(C)c1
 : 1.4, -0.1, 1, -6
COc1ccc(C2CC(=O)N(CC(=O)NCc3ccco3)c3ccccc3S2)cc1 (stereo not given)
 : -1.3, 0.4, 17, 2
Cc1cccc(-c2cccc(C(=O)O)c2)c1
 : 2.7, 0.0, 10, -4
Cc1ccc(-c2nnc(Nc3ccc(OCC(N)=O)cc3)c3ccccc23)cc1
 : 0.4, 0.2, 17, 4
O=C1OC(c2ccccc2Cl)=N/C1=C\c1ccccc1Cl
 : -0.4, -0.1, -2, 3
COc1ccc(-c2ccc(=O)n(CC3CCN(C(=O)C4CCCCC4)CC3)n2)cc1
 : -0.4, 0.3, 15, -1
CN1CCN(CCCCOc2cccc(C=O)c2)CC1
 : 1.1, -0.1, 61*, -2
CC1CN(C(=O)N2CCC(C(=O)N3CCCCCC3)CC2)c2ccccc2O1 (stereo not given)
 : 0.1, 0.1, 2, 6
O=C(CCc1nc(-c2ccc(Cl)cc2)no1)NCC1CCCO1 (stereo not given)
 : -1.3, -0.1, 2, 5
CCOC(=O)C1=C(C)N=c2s/c(=C\c3ccc(OCc4ccc(Cl)cc4)cc3)c(=O)n2C1c1ccc(Cl)cc1 (stereo not given)
 : 2.5, 0.1, 1, 1
CSc1cccc(NC(=O)CN(C)S(=O)(=O)c2cccc3cccnc23)c1
 : 0.7, 0.4, 5, 2
O=C(Nc1ccc(NC(=O)c2cccs2)cn1)c1ccc(F)cc1
 : 0.3, -0.1, 6, -44
O=C(CN1CCN(Cc2ccccc2F)C1=O)NC1CCCC1
 : 0.5, -0.2, -10, -7

Next compounds follow.
| mol | GPR151 activ | FBW7 act | MITF inh | TEAD-YAP block |
| --- | --- | --- | --- | --- |
| OCC1(Cc2cccc(F)c2)CCN(Cc2cccc3nccnc23)CC1 | -2.0 | 0.3 | 16 | 10 |
| Cc1ccc([N+](=O)[O-])cc1S(=O)(=O)NCCC12CC3CC(CC(C3)C1)C2 | -0.9 | 0.0 | 5 | -4 |
| Cc1[nH]nc2c1C1(CCN(C(=O)OCc3ccccc3)CC1)C(C#N)=C(N)O2 | -0.3 | 0.9 | 2 | 10 |
| Cc1ccc(NC(=O)c2ccc3c(=O)n(-c4ccc(F)c(Cl)c4)c(=S)[nH]c3c2)cc1C | -0.4 | 0.1 | 8 | 0 |
| CCn1c(=O)c2cc(C(=O)N3CCN(C(=O)c4ccco4)CC3)sc2c2ccccc21 | -0.1 | 0.0 | -13 | 4 |
| CCN(CC)C(=O)C1CCCN(c2nc(NCCOc3ccccc3)c3ncn(Cc4ccc(C(F)(F)F)cc4)c3n2)C1 (stereo not given) | -0.3 | 0.0 | 10 | 0 |
| CCOC(=O)c1c(NC(=O)C(C)Sc2nnc(CNC(=O)c3ccc(C)c(C)c3)n2C)sc2c1CCCC2 (stereo not given) | 0.1 | 0.2 | -5 | 0 |
| CC(C)(C)n1nnnc1C(c1ccncc1)N(Cc1ccco1)CC1CCCO1 (stereo not given) | -0.2 | -0.4 | 26 | 0 |
| O=C(CS(=O)CC(=O)Nc1ccc(Cl)cc1)NCC1CCCO1 (stereo not given) | -0.6 | 0.0 | -7 | 0 |
| Cc1cncc2c(S(=O)(=O)N3CC[C@@H](NC(=O)C(O)c4ccc(Br)cc4)C3)cccc12 (stereo not given in full) | -0.2 | 0.0 | -5 | -12 |
| COc1ccc(OCC(=O)N2c3ccccc3C(Nc3ccccc3)CC2C)cc1 (stereo not given) | -1.2 | -0.2 | 3 | -2 |
| O=C(COc1ccc(Cl)cc1)N/N=C/c1cc2c(cc1Br)OCO2 | 1.0 | 0.1 | 15 | 5 |
| O=C(NC1CCN(Cc2ccccc2)CC1)c1cccc(-c2ccc(N3CCOCC3)nc2)c1 | 0.8 | -0.1 | 0 | -40 |
| COCCn1c(SCC(=O)Nc2cccc(C)c2)nc2c(oc3ccccc32)c1=O | -0.7 | 0.6 | 13 | 5 |
| Cn1c(Nc2cc(Nc3ccccc3)ncn2)nc2ccccc21 | -1.8 | 0.2 | 38 | -10 |
| COc1ccc(CCNc2nc(-c3ccccc3)cs2)cc1OC | -0.4 | -0.4 | 10 | -2 |
| CC(OC(=O)CCC(=O)c1cccs1)C(N)=O (stereo not given) | 1.6 | -0.1 | -10 | 1 |
| O=C(CCl)N(Cc1cccs1)c1ccc2c(c1)OCCO2 | -1.1 | 0.4 | 3 | 37* |
| CC(C)(C)C#CC1(C(=O)O)C(C)(C)C1(C)C | 1.0 | 0.2 | 2 | 4 |
| c1ccc(C(c2ccccc2)N2CCN(c3nc(-c4cccc5ccccc45)cs3)CC2)cc1 | -1.0 | 0.7 | 12 | 5 |
| NCC(=O)NNC(=O)OCC1c2ccccc2-c2ccccc21 | 0.4 | 0.4 | -14 | -3 |
| Cc1cccc(-n2nc3c(c2NC(=O)c2cc([N+](=O)[O-])ccc2Cl)CSC3)c1C | 1.1 | -0.1 | 8 | -5 |
| Cc1cc2c(=O)n(CC(=O)N(C)Cc3ccccc3)cnc2s1 | 0.0 | 0.3 | 10 | 10 |
| CCOc1ccc(C(=O)Nc2ccc3oc(-c4ccc5ccccc5c4)nc3c2)cc1[N+](=O)[O-] | 1.4 | -0.2 | -17 | -12 |
| CCNc1cc(N2CCOCC2)ccc1[N+](=O)[O-] | 0.0 | 0.0 | 14 | 7 |
| CCNC(=O)CC1S/C(=N\N=C2/CCCc3ccccc32)NC1=O (stereo not given) | 0.9 | 0.0 | 5 | -7 |
| O=c1[nH]c(F)c(Cl)c2c1Oc1ccccc1O2 | 0.2 | 0.1 | 10 | 2 |
| COC(=O)c1sccc1S(=O)(=O)N(CC(=O)NCc1ccc(F)cc1)c1ccc(Cl)cc1 | 2.7 | 0.6 | 23 | 8 |
| CC(C)Sc1ccc(CC(=O)NCCN2CCN(c3ccc(F)cc3)CC2)cc1 | 0.8 | 0.3 | 17 | 6 |
| CCN1C(=O)c2cccc3c(NC(C)=O)ccc1c23 | -0.4 | 0.0 | -5 | 15 |
| CC(=O)c1ccc(NS(C)(=O)=O)cc1 | 0.4 | 0.1 | 0 | -27 |
| CC(=O)Nc1ccc(NC(=O)c2cc3cc(Br)cc(Br)c3oc2=O)cc1 | 0.0 | 0.5 | 12 | 11 |
| C/C(N)=C(/C#N)C(=O)COC(=O)c1ccc(Br)o1 | 1.0 | 0.7 | 26 | -3 |
| Cc1ccc(-c2cc(C(=O)N/N=C/C=C/c3ccccc3)n[nH]2)o1 | 0.2 | 0.0 | 5 | 6 |
| COC(=O)C1=C(C)N(c2ccccc2Cl)C(=O)/C1=C\c1ccc2c(c1)OCO2 | -0.3 | 1.4 | 9 | -14 |
| CC1(C)CC(=O)C2=C(C1)N(c1cccc(C(=O)O)c1)C1=C(C(=O)CC(C)(C)C1)C2c1ccc(F)cc1 | 1.8 | 0.5 | 14 | 7 |
| O=C(Nc1nnc(C23CC4CC(CC(C4)C2)C3)s1)c1ccc(N2C(=O)CCC2=O)cc1 | 1.0 | 0.1 | 24 | 4 |
| Cc1cc(NS(=O)(=O)c2ccc(NC(=O)C(c3ccccc3)c3ccccc3)cc2)no1 | -0.7 | 0.9 | 14 | 5 |
| Cc1c(C(=O)Nc2nc3ccccc3s2)sc2ncn(CC(=O)Nc3cccc(C(F)(F)F)c3)c(=O)c12 | 0.2 | -0.4 | 7 | 6 |
| COc1ccc([N+](=O)[O-])cc1NC(=O)c1ccc(S(=O)(=O)N2CC(C)CC(C)C2)cc1 (stereo not given) | -0.6 | -0.1 | 2 | -9 |
| CN(C)c1ccc(C(CNC(=O)CN2C(=O)c3ccccc3C2=O)N2CCCC2)cc1 (stereo not given) | -0.7 | 0.1 | -9 | 9 |
| Cc1ccccc1CNCc1ccc(C(=O)O)cc1 | -3.4 | 0.5 | 15 | -8 |
| COc1cc(/C=N/n2c(-c3ccccc3)n[nH]c2=S)cc(OC)c1O | 1.8 | 0.0 | -8 | 2 |
| O=C(CN(c1cc(Cl)cc(Cl)c1)S(=O)(=O)c1ccccc1)N1CCCC1 | 2.5 | -0.2 | -13 | -3 |
| CCOC(=O)c1sc(N2C(=O)C(O)=C(C(=O)c3ccco3)C2c2ccc(C)cc2)nc1C (stereo not given) | -0.9 | -0.3 | 6 | 3 |
| Cc1cccnc1-c1cccc2c1OC(CNC(=O)C(C)C)C2 (stereo not given) | -0.8 | -0.2 | 9 | 6 |

Bioassay records as filed in PubChem BioAssay.
